CHRM1 antagonist = blocks human M1 muscarinic receptor; CHO-K1 hM1, Fluo-8 calcium fluorescence, ACh EC80 antagonist; inhibition, % at 3 µM; 360,000 tested, 1.3% active;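 active = percent inhibition above its own plate's cutoff, namely the mean of that plate's compound wells plus 3 SD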;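 also: peak over basal fluorescence ratio during 140 s after agonist addition; 0% = ACh EC80 plus DMSO and 100% = DMSO alone without agonist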
M1 ag = agonists of human M1 muscarinic receptor; P11229; CHO-K1 hM1, Fluo-8 calcium fluorescence, agonist mode; 0% DMSO, 100% acetylcholine EC100; activation, % at 3 µM; 360,000 tested, 0.33% active;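 active = activation above the run's mean compound activation plus 3 SD, cut at about 16% in these data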;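 also: peak over basal fluorescence ratio within a 140 s kinetic read after compound addition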
M5 antag = blocks acetylcholine activation of human M5 receptor; P08912; CHO-hM5 cells, Fluo-8 calcium fluorescence, ACh EC80; inhibition, % at 3 µM; 360,000 tested, 0.59% active;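 active = inhibition above a per-plate cutoff, the mean of that plate's test compounds plus 3 SD, cut at about 27% in these data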;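 also: 0% = acetylcholine EC80 with DMSO and 100% = DMSO without agonist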
M4 antag = blocks acetylcholine activation of human M4 receptor. CHO-hM4 cells, ACh EC80, Fluo-8 calcium fluorescence. inhibition, % at 3 µM. AID 624125. 360,000 tested, 0.73% active;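 active = inhibition above its plate's cutoff, the mean inhibition of sample wells plus 3 SD, cut at about 27% in these data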;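 also: 0% = acetylcholine EC80 with DMSO and 100% = DMSO without agonist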
Target sequence (P08173 whole entry, looked up): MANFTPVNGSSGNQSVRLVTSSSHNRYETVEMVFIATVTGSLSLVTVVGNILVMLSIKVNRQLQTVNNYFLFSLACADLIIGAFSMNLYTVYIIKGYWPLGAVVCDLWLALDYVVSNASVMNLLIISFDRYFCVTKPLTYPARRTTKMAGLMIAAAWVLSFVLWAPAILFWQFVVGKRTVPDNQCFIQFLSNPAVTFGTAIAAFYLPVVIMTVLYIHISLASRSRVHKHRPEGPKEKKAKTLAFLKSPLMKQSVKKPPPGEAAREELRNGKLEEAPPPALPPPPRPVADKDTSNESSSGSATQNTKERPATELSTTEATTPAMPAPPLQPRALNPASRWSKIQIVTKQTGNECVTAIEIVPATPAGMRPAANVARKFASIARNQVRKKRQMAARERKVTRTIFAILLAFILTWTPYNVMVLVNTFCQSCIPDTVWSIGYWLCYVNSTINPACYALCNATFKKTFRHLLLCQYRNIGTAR
M4 ag = CHRM4 agonism in calcium assay. P08173. CHO-K1 hM4/Gqi5, Fluo-8 calcium fluorescence; vehicle 0%, full acetylcholine response 100%. activation, % at 3 µM. 360,000 tested, 0.14% active. AID 624127;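 active = activation above the run mean over all test wells plus 3 SD, cut at about 32% in these data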;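 also: peak over basal fluorescence ratio per well then scaled between controls; 0% = DMSO wells and 100% = acetylcholine at EC100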
CHRM1 PAM = potentiates human M1 receptor response to acetylcholine; P11229; AID 588819; CHO-K1 hM1, Fluo-8 calcium fluorescence, ACh EC20; 0% = ACh EC20, 100% = maximal ACh; activation, % at 3 µM; 360,000 tested, 0.088% active; in the data active = activation above about 19%, passing the limit was not always enough
M5 PAM = CHRM5 positive allosteric modulation. CHO-K1 hM5, Fluo-8 calcium, ACh EC20 PAM; 0% = ACh EC20, 100% = ACh EC100. 360,000 tested, 0.3% active. P08912. activation, % at 3 µM. AID 624038;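 active = activation above the run cutoff, the mean activation of all test compounds plus 3 SD, cut at about 18% in these data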
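System: CHO-K1 cell line with stable human muscarinic M5 receptor expression | Also added: EC20 acetylcholine as agonist stimulus | Compound: One concentration, 3 µM final (nominal) | Timing: Fluo-8 loading 80 min at 37 °C plus 30 min room temperature | Measured by: Fluo-8 calcium dye fluorescence, kinetic read | Read-out basis: % activation, ACh-normalized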
TAAR1 ag = human TAAR1 agonism; 360,000 tested, 0.99% active; activation, % at 3 µM; CHO RD-HGA16 TAAR1, Fluo-8 calcium fluorescence; vehicle wells 0%, saturating PEA agonist 100%; Q96RJ0;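 active = activation above the mean activation of all test compounds in the run plus 3 SD, cut at about 38% in these data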
Target sequence (Q96RJ0 whole entry, looked up): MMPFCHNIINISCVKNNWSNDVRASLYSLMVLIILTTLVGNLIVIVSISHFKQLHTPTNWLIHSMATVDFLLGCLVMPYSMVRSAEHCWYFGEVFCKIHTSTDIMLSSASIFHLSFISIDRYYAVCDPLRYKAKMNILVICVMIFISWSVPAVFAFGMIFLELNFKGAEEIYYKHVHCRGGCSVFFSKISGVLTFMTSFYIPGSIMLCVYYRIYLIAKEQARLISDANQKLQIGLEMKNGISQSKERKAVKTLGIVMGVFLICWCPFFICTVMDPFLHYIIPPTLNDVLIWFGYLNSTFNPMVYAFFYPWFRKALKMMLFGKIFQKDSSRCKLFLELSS
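Test system: RD-HGA16 (CHO) cells co-expressing Gα16 and hTAAR1 | Doses: Single dose, 3 µM | Schedule: 17-24 h seeding, 75 min 37 °C dye, 30 min RT | Evaluation: % activation from peak over basal fluorescence ratio, DMSO-to-PEA scaled | Technique: Kinetic Fluo-8 calcium fluorescence | Benchmarks: Low control DMSO, high control PEA (EC100)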
M5 ag = agonists of human muscarinic M5 receptor (CHRM5). activation, % at 3 µM. 360,000 tested, 0.19% active. CHO-K1 hM5 cells, Fluo-8 calcium fluorescence; 0% DMSO wells, 100% maximal acetylcholine response;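 active = activation above the run's mean over test compounds plus 3 SD, cut at about 23% in these data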;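 also: signal is peak over basal fluorescence ratio across the kinetic read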
Starred values were filed as active, the others as inactive.

How did O=C(NC(Cc1ccc(F)cc1)C(=O)O)c1ccccc1 (stereo not drawn) do in these assays?
CHRM1 antagonist: -32; M1 ag: -2; M5 antag: 5; M4 antag: 3; M4 ag: 1; CHRM1 PAM: 7; M5 PAM: -3; TAAR1 ag: 13; M5 ag: -3

How did COc1ccc(C(=O)C[n+]2ccc3c(c2)nc(-c2ccccc2)n3C)cc1 do in these assays?
CHRM1 antagonist: 57*; M1 ag: -12; M5 antag: 7; M4 antag: 24; M4 ag: 0; CHRM1 PAM: -22; M5 PAM: -1; TAAR1 ag: 4; M5 ag: -4

What do the screens show for `O=C(c1ccc(Br)s1)N1CCN(c2ncccn2)CC1`?
CHRM1 antagonist: 1; M1 ag: -7; M5 antag: -5; M4 antag: 5; M4 ag: 2; CHRM1 PAM: -3; M5 PAM: -1; TAAR1 ag: 8; M5 ag: -2

How did Cn1c(CSc2nc3ccc(Br)cc3[nH]2)nc2ccccc21 do in these assays?
CHRM1 antagonist: 3; M1 ag: -3; M5 antag: -3; M4 antag: 0; M4 ag: 8; CHRM1 PAM: 4; M5 PAM: 6; TAAR1 ag: 7; M5 ag: 2

What do the screens show for `COc1cc(NC(=S)N2CCOCC2)c(OC)cc1Cl`?
CHRM1 antagonist: -11; M1 ag: -2; M5 antag: 5; M4 antag: -3; M4 ag: 0; CHRM1 PAM: 9; M5 PAM: 2; TAAR1 ag: -1; M5 ag: -1

Results for CSc1ncccc1C(=O)OCC(=O)c1cc(C)n(C)c1C ?
CHRM1 antagonist: -3; M1 ag: -4; M5 antag: -1; M4 antag: -11; M4 ag: 1; CHRM1 PAM: 6; M5 PAM: 2; TAAR1 ag: 9; M5 ag: 0

What do the screens show for `COc1ccc(-c2noc(CCC(=O)N3CCN(c4ccccc4F)CC3)n2)cc1`?
CHRM1 antagonist: -13; M1 ag: -6; M5 antag: -1; M4 antag: -16; M4 ag: 3; CHRM1 PAM: 6; M5 PAM: -2; TAAR1 ag: 1; M5 ag: -2

What do the screens show for `COc1ccccc1CNC(=O)C(=O)NCCC1CCCCN1S(=O)(=O)c1ccccc1` (stereo not drawn)?
CHRM1 antagonist: -16; M1 ag: -5; M5 antag: 8; M4 antag: -4; M4 ag: 4; CHRM1 PAM: 7; M5 PAM: -7; TAAR1 ag: 5; M5 ag: 1

Results for CN(CC(=O)Nc1cccc(F)c1)C(=O)c1ccc(OCC2CCCO2)cc1 (stereo not drawn) ?
CHRM1 antagonist: -2; M1 ag: 0; M5 antag: 4; M4 antag: 5; M4 ag: 4; CHRM1 PAM: 4; M5 PAM: -11; TAAR1 ag: 3; M5 ag: 0

What do the screens show for `Cc1ccc(S(=O)(=O)NC(=O)c2ccccc2C)cc1`?
CHRM1 antagonist: -14; M1 ag: -2; M5 antag: -7; M4 antag: 0; M4 ag: 1; CHRM1 PAM: 13; M5 PAM: 3; TAAR1 ag: 0; M5 ag: -1

Two neighbouring records from above, quoted:
Results for CSc1ncccc1C(=O)OCC(=O)c1cc(C)n(C)c1C ?
CHRM1 antagonist: -3; M1 ag: -4; M5 antag: -1; M4 antag: -11; M4 ag: 1; CHRM1 PAM: 6; M5 PAM: 2; TAAR1 ag: 9; M5 ag: 0

What do the screens show for `COc1ccc(-c2noc(CCC(=O)N3CCN(c4ccccc4F)CC3)n2)cc1`?
CHRM1 antagonist: -13; M1 ag: -6; M5 antag: -1; M4 antag: -16; M4 ag: 3; CHRM1 PAM: 6; M5 PAM: -2; TAAR1 ag: 1; M5 ag: -2

Other results
How did CCCCOc1ccc(N2CC(C(=O)NCc3ccco3)CC2=O)cc1 (stereo not drawn) do in these assays?
CHRM1 antagonist: -10; M1 ag: -2; M5 antag: 7; M4 antag: 0; M4 ag: 0; CHRM1 PAM: 11; M5 PAM: -2; TAAR1 ag: -2; M5 ag: -1

How did Cn1c(=O)n(CC(N)=O)c2ccccc21 do in these assays?
CHRM1 antagonist: -11; M1 ag: -2; M5 antag: 4; M4 antag: -5; M4 ag: 1; CHRM1 PAM: 5; M5 PAM: -7; TAAR1 ag: -1; M5 ag: 0

What do the screens show for `C=CCOc1ccccc1CN1CCC(n2nccc2NC(=O)c2ccccc2)CC1`?
CHRM1 antagonist: 3; M1 ag: -5; M5 antag: 4; M4 antag: -8; M4 ag: 1; CHRM1 PAM: -3; M5 PAM: -4; TAAR1 ag: 0; M5 ag: -8

What do the screens show for `Cc1ccc(C)c(N2CCN(C(=O)c3ccc(Cl)c(NC4=NC5CS(=O)(=O)CC5S4)c3)CC2)c1` (stereo not drawn)?
CHRM1 antagonist: -9; M1 ag: -2; M5 antag: 5; M4 antag: -4; M4 ag: 2; CHRM1 PAM: 7; M5 PAM: -2; TAAR1 ag: 1; M5 ag: -2

How did Cc1nnc(NC(=O)c2sc3nc(-c4cccs4)cc(C(F)(F)F)c3c2N)s1 do in these assays?
CHRM1 antagonist: 39*; M1 ag: 52*; M5 antag: 15; M4 antag: 7; M4 ag: 34*; CHRM1 PAM: -23; M5 PAM: -7; TAAR1 ag: 78*; M5 ag: 12

Results for CC(=O)C1=C(c2cccc([N+](=O)[O-])c2)N(C(C)=O)n2c(C)nnc2S1 ?
CHRM1 antagonist: -4; M1 ag: -10; M5 antag: 8; M4 antag: -5; M4 ag: 4; CHRM1 PAM: 4; M5 PAM: 0; TAAR1 ag: 1; M5 ag: -2

What do the screens show for `CCCCOc1ccccc1NC(=O)Cn1c(-c2nonc2N)nc2ccccc21`?
CHRM1 antagonist: 3; M1 ag: -2; M5 antag: 0; M4 antag: 3; M4 ag: 2; CHRM1 PAM: 1; M5 PAM: 0; TAAR1 ag: 6; M5 ag: -5

What do the screens show for `CCCc1c(-c2cccc(Br)c2)ncn1Cc1cccc(-c2ccccc2)c1`?
M5 antag: 13; M4 antag: 6; M4 ag: 3; M5 PAM: -13; TAAR1 ag: 6; M5 ag: 0

Results for C[C@H](NC(=O)c1nc[nH]c1C(=O)NCc1ccc(CNC(=O)OC(C)(C)C)cc1)C(=O)OC(C)(C)C ?
CHRM1 antagonist: 14; M1 ag: -2; M5 antag: 7; M4 antag: 10; M4 ag: 17; CHRM1 PAM: -12; M5 PAM: -21; TAAR1 ag: 14; M5 ag: 6

How did CC(NC(=O)c1ccccc1F)c1nnc(SCC(=O)NC2=NCCS2)n1C (stereo not drawn) do in these assays?
CHRM1 antagonist: -4; M1 ag: -3; M5 antag: 5; M4 antag: 8; M4 ag: 1; CHRM1 PAM: 4; M5 PAM: 0; TAAR1 ag: 0; M5 ag: -1

What do the screens show for `COc1ccc(-c2nnc(SCC(=O)NCCc3ccccc3)o2)cc1`?
CHRM1 antagonist: -4; M1 ag: -4; M5 antag: 3; M4 antag: -2; M4 ag: 1; CHRM1 PAM: 5; M5 PAM: 2; TAAR1 ag: 16; M5 ag: -1

Results for O=c1c([N+](=O)[O-])cccn1Cc1cccc(Br)c1 ?
CHRM1 antagonist: 0; M1 ag: -7; M5 antag: 2; M4 antag: -14; M4 ag: 1; CHRM1 PAM: 3; M5 PAM: 1; TAAR1 ag: 1; M5 ag: -6

Results for CCOc1ccc(-n2c(=O)c3c(C)c(C)sc3n(CC(=O)NCc3ccco3)c2=O)cc1 ?
CHRM1 antagonist: 6; M1 ag: -4; M5 antag: -5; M4 antag: 4; M4 ag: 0; CHRM1 PAM: -3; M5 PAM: 6; M5 ag: 1

What do the screens show for `CCCn1c(/N=C/c2cc(OC)ccc2O)nc2ccccc21`?
CHRM1 antagonist: -7; M1 ag: -5; M5 antag: 3; M4 antag: -8; M4 ag: 2; CHRM1 PAM: 10; M5 PAM: 8; TAAR1 ag: 10; M5 ag: -8

Results for COc1ccc(CN2C(=O)C(CC(=O)NC3CCCCC3)CC(C(=O)N(C(C)C)C(C)C)=C2C)cc1 (stereo not drawn) ?
CHRM1 antagonist: -11; M1 ag: -7; M5 antag: 6; M4 antag: -24; M4 ag: 1; CHRM1 PAM: 9; M5 PAM: 1; TAAR1 ag: 1; M5 ag: -1

What do the screens show for `Cc1ccc(S(=O)(=O)CCC(=O)OCC(=O)N2CC(=O)Nc3ccccc32)cc1`?
CHRM1 antagonist: -9; M1 ag: -6; M5 antag: -2; M4 antag: -10; M4 ag: 1; CHRM1 PAM: 3; M5 PAM: 3; TAAR1 ag: 0; M5 ag: -1

How did COc1ccc(C(c2nnnn2CCc2ccccc2)N2CCN(C3CCCC3)CC2)cc1 (stereo not drawn) do in these assays?
CHRM1 antagonist: 12; M1 ag: -6; M5 antag: 6; M4 antag: 9; M4 ag: 0; CHRM1 PAM: -6; M5 PAM: -11; TAAR1 ag: 71*; M5 ag: -10

Results for CCn1c(Cc2ccccc2)nnc1SCC(=O)Nc1ccccc1O ?
CHRM1 antagonist: 2; M1 ag: -7; M5 antag: 5; M4 antag: -6; M4 ag: 1; CHRM1 PAM: 3; M5 PAM: 11; TAAR1 ag: 0; M5 ag: 3

What do the screens show for `CCOCCCNC(=O)c1cn(C)c2ccc(S(=O)(=O)N3CCCCC3)cc2c1=O`?
CHRM1 antagonist: -12; M1 ag: 1; M5 antag: -11; M4 antag: -11; M4 ag: 1; CHRM1 PAM: 15; M5 PAM: 17; TAAR1 ag: 1; M5 ag: -3

What do the screens show for `Nc1c(-c2ccccc2)cnn1-c1cccc(C(F)(F)F)c1`?
CHRM1 antagonist: -3; M1 ag: -2; M5 antag: -7; M4 antag: 6; M4 ag: 0; CHRM1 PAM: 4; M5 PAM: -1; TAAR1 ag: 2; M5 ag: -7

How did O=C1C=CC(=O)N1c1cccc2cccnc12 do in these assays?
CHRM1 antagonist: -9; M1 ag: -2; M5 antag: 4; M4 antag: -6; M4 ag: 1; CHRM1 PAM: 3; M5 PAM: 9; TAAR1 ag: 0; M5 ag: 0

Results for COc1ccc2[nH]c(C)c(-c3csc(N)n3)c2c1 ?
CHRM1 antagonist: -3; M1 ag: -3; M5 antag: 5; M4 antag: 11; M4 ag: 1; CHRM1 PAM: -1; M5 PAM: -11; TAAR1 ag: 7; M5 ag: -4

How did O=C1C2CCCN2C(=O)N1CCCCN1CCN(c2cccc(Cl)c2)CC1 (stereo not drawn) do in these assays?
CHRM1 antagonist: 1; M1 ag: -8; M5 antag: -3; M4 antag: -1; M4 ag: 1; CHRM1 PAM: -2; M5 PAM: 5; TAAR1 ag: -3; M5 ag: -4

How did Nc1ccc(C(=O)OCC(=O)c2cccc([N+](=O)[O-])c2)cc1 do in these assays?
CHRM1 antagonist: 12; M1 ag: -5; M5 antag: 6; M4 antag: 1; M4 ag: 5; CHRM1 PAM: 2; M5 PAM: -4; TAAR1 ag: 2; M5 ag: 2

How did CN1CCC(=O)N([C@H](CSc2ccccc2)c2ccccc2)CC1 do in these assays?
CHRM1 antagonist: 25; M1 ag: -10; M5 antag: 9; M4 antag: 4; M4 ag: 2; CHRM1 PAM: -18; M5 PAM: -5; TAAR1 ag: 4; M5 ag: -10

A portion of the library; count on the stated rates, not on these rows.
